Screening data from PubChem BioAssay.
PKA-R2B activ = activates the human PKA-R2B holoenzyme complex; P22694+P31323; PKA-R2B holoenzyme dissociation, Cy5-IP20 fluorescence polarization; R2B truncated from residue 108, S112A mutant; 0% DMSO only, 100% 113 µM cGMP; activation, % at 11.4 µM; actives 0.079% (n = 340,000); AID 504700;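 active = activation above a cutoff set at the mean over all compounds plus 3 SD, cut at about 18% in these data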;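 note: higher means more holoenzyme dissociation and a rise in polarization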
Target sequence (P31323 whole entry, looked up, other chains not shown, the tested form may be a part): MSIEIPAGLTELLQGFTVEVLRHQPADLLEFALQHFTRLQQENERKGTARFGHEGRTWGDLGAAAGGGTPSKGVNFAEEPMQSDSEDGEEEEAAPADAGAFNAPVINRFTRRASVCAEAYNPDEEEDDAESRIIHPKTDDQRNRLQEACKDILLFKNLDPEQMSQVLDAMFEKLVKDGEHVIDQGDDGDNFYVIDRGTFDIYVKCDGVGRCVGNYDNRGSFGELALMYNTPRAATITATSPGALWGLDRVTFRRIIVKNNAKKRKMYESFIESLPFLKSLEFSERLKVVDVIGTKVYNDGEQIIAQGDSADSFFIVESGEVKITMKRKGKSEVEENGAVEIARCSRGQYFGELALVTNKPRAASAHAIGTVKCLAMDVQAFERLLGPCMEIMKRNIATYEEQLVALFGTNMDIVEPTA
PKA-R1A activ = PKA-R1A complex activation | P00514+P68181 | PKA-R1A dissociation, Cy5-IP20 fluorescence polarization; scaled: DMSO 0%, 113 µM cGMP 100% | activation, % at 11.4 µM | actives 0.083% (n = 340,000);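 active = percent activation above the mean of all tested compounds plus 3 SD, cut at about 19% in these data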;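 note: higher means more PKAc released from R1A so a rise in polarization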
HTR5A inv ctr = HTR5A inverse agonism, opioid heterodimer counter-screen. P47898. actives 0.083% (n = 340,000). HTR5A cell line, luminescence. inhibition, % at 9.3 µM; in the data active = inhibition mostly above about 23%, no sharp cut-off; inactive = mostly below about 18%;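 note: 0% = cells with DMSO and 100% = no-cell wells with DMSO; some compounds called inactive have numbers as strong as hits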
Target sequence (P47898 whole entry, looked up): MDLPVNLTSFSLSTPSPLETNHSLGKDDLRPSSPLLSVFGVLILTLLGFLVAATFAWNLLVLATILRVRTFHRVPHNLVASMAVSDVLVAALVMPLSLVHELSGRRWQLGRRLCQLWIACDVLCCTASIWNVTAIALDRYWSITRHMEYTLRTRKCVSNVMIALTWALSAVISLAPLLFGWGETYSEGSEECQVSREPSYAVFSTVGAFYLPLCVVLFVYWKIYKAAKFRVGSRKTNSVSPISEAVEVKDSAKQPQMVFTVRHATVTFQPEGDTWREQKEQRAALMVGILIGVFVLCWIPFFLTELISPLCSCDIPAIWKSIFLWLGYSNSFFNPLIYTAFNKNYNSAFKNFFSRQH
DSG3 Ab inh = inhibitors of pemphigus antibody binding to human desmoglein-3; DSG3-coupled beads, scFv-anti-DSG3-GFP binding, flow cytometry; stronger effect = lower value; actives 0.48% (n = 310,000); binding (percent of control), % at 10 µM;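 active = binding more than 3 SD below its plate's average and above zero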;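 note: hits lower antibody fragment binding to DSG3; some compounds called inactive have numbers as strong as hits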
MOR-DOR ag = agonists of human mu-delta opioid receptor heterodimerization; AID 504326; activation, % at 9.3 µM; P35372+P41143; actives 0.3% (n = 340,000); cells, OPRM1-OPRD1 heterodimerization, luminescence; in the data active = activation above about 18%;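 note: 0% = vehicle-treated cells and 100% = reference agonist; values of inactives mirror those of a sister screen read the other way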
DAGLB inh = diacylglycerol lipase beta (human) inhibition | Q8NCG7 | HEK293T DAGLB membrane lysate, EnzChek fluorogenic substrate | inhibition, % at 5.17 µM | actives 0.059% (n = 340,000); in the data active = inhibition above about 34%;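 note: 0% = enzyme with vehicle and 100% = wells lacking enzyme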
Arrestin-AP2 inh = human beta-arrestin and AP2 interaction inhibition. FITC-arrestin peptide / GST-AP2 beads, flow cytometry; AP2 beta2 appendage carries R879A mutation. inhibition, % at 10 µM. actives 0.31% (n = 340,000). AID 504490;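 active = inhibition above a set limit, near 3 SD of compounds lacking own fluorescence, cut at about 54% in these data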;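 note: plate controls were DMSO wells for no effect and 5 µM unlabelled arrestin peptide for full effect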
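system = GST-tagged AP2 beta2-adaptin appendage (R879A) on 4 µm glutathione beads | reagent = FITC-labelled arrestin peptide probe, 50 nM final | schedule = compound with beads 12 min RT, then probe 1 h RT | signal = HyperCyt-sampled flow cytometry, FL1 channel, ex 488/em 535 nm | read-out = percent response from loss of bead-bound FITC fluorescence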
MOR-DOR inv ag = mu-delta opioid heterodimer inverse agonism; inhibition, % at 9.3 µM; AID 504357; cell-based MOR-DOR heterodimer luminescence; P35372+P41143; actives 0.21% (n = 340,000); in the data active = inhibition above about 22%, passing the limit was not always enough;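 note: 0% = cells with DMSO and 100% = wells without cells with DMSO; values of inactives mirror those of a sister screen read the other way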
V-ATPase pH = alters yeast V-ATPase proton transport; S. cerevisiae, pHLuorin cytosolic pH fluorescence; response, % at 10 µM; actives 0.37% (n = 350,000); in the data active = response mostly above about 7.3%, no sharp cut-off; inactive = mostly below about 5.4%; note: actives read high; inactives centre near 0; some compounds called inactive have numbers as strong as hits; reference of the scale not given here
HTR5A ag = activates human HTR5A in OPRM1-OPRD1 agonist counter-screen. P47898. HTR5A agonist assay, luminescence, cell-based. activation, % at 9.3 µM. actives 0.61% (n = 340,000); in the data active = activation mostly above about 9.5%, no sharp cut-off; inactive = mostly below about 7.6%;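 note: 0% = cells with vehicle only and 100% = reference agonist; strong numbers were not always called active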
* = called active by the depositor; nt = not tested or not shown.

Screens in order – PKA-R2B activ | PKA-R1A activ | HTR5A inv ctr | DSG3 Ab inh | MOR-DOR ag | DAGLB inh | Arrestin-AP2 inh | MOR-DOR inv ag | V-ATPase pH | HTR5A ag
COc1ccc(CSc2nc(O)cc(=O)n2CC(C)C)cc1F
 : -7 | 1 | -17 | 124 | -0.1 | 1 | -2 | 1 | -1 | 0
O=C(/C=C/Nc1ccc(F)c(Cl)c1)c1ccccc1
 : -12 | 3 | 11 | 126 | 7.8 | 0 | 37 | -39 | 5 | -3
O/N=C/c1cccc[n+]1CCCCCC[n+]1ccccc1/C=N/O
 : 6 | 4 | -28 | 111 | 0.4 | 1 | -12 | -2 | 7 | 2
CCN(CC)CCNC(=O)C(C)c1nn(C)c(=O)c2ccccc12 (configuration not stated)
 : 5 | 6 | 6 | 100 | -2.0 | 0 | -5 | 11 | -3 | -2
COc1ccc(C(=O)C[n+]2cc(Br)cc3ccccc32)cc1[N+](=O)[O-]
 : 1 | 0 | -24 | 115 | 1.3 | -2 | 5 | -7 | -3 | 6
O=C(Nc1cccnc1)c1cccc(S(=O)(=O)N2CCCCC2)c1
 : 5 | -9 | 7 | 86 | -2.1 | -1 | 1 | 11 | -2 | -2
Cc1ccccc1CN1CCCC(C(=O)Nc2ccc(-c3ccn[nH]3)cc2)C1 (configuration not stated)
 : -3 | -2 | 12 | 102 | 0.2 | 1 | 38 | -2 | -4 | -3
Cc1ccc(NC2Sc3ccccc3NC2=O)cc1 (configuration not stated)
 : 1 | 0 | -3 | 90 | -0.1 | -6 | -28 | 0 | 2 | 3
COC(=O)[C@]1(C)N[C@H](CN(C)S(=O)(=O)c2ccc(-c3ccccc3)cc2)[C@@H]2C(=O)N(Cc3ccccc3)C(=O)[C@@H]21
 : 2 | -12 | -14 | 77 | -2.8 | -3 | 3 | 13 | 2 | 4
CCN(CC)Cc1oc(-c2ccccc2)cc1C(=O)O
 : 13 | -5 | -1 | 114 | -1.5 | 2 | -31 | 7 | 1 | 1
C=COCCNC(=S)Nc1cccc(Cl)c1
 : 0 | -2 | -2 | 100 | -1.0 | -3 | 9 | 5 | 0 | 1
COC(=O)Cc1c(C)c2cc(Cl)c(OC(=O)c3ccco3)cc2oc1=O
 : -3 | -1 | -11 | 107 | -2.6 | 26 | 3 | 15 | 3 | -1
O=C(CCNC(=O)c1ccccc1Cl)OCC(=O)c1ccccc1
 : -9 | -1 | 13 | 99 | -1.7 | -5 | 49 | 9 | 1 | -4
CC1CCN(S(=O)(=O)c2cnc[nH]2)CC1
 : -1 | -10 | -24 | 105 | -2.6 | 3 | -6 | 14 | 3 | 6
COc1ccc(-c2cc(C(=O)Nc3ccc(S(N)(=O)=O)cc3)c3ccccc3n2)cc1OC
 : 0 | 6 | 2 | 90 | 0.1 | -3 | -6 | -1 | -20 | 0
NC(=O)[C@@H]1CCCN1Cc1c(C(=O)N2CCc3ccccc3C2)nc2ccc(Cl)cn12
 : -22 | 2 | 3 | 111 | 0.1 | 0 | -9 | -1 | -3 | 0
COc1ccccc1N/C=C(\C#N)c1nc2ccccc2[nH]1
 : 7 | 4 | -36 | 106 | 3.7 | 0 | 6 | -27 | -1 | 13*
CC(C)CNc1nc(=S)nc(N(C)C)[nH]1
 : 6 | -5 | -1 | 98 | -1.8 | -1 | -4 | 9 | 1 | -1
CN(CC1CCCO1)S(=O)(=O)c1ccc(C(=O)Nc2ccc([N+](=O)[O-])cc2)cc1 (configuration not stated)
 : -5 | -12 | -6 | 97 | -1.3 | 2 | -10 | 7 | -1 | 3
CCOC(=O)C1CCN(Cc2nc(-c3ccc(OC)c(OC)c3)no2)CC1
 : -5 | -1 | 5 | nt | -0.4 | -1 | -4 | 2 | -6 | 2
CCOC(=O)c1sc(=S)n(-c2ccccc2)c1SC
 : 2 | 0 | -9 | 107 | 2.2 | -6 | -4 | -10 | -2 | 0
O=C(COc1cccc2ccccc12)Nc1ccc(Cl)cc1C(=O)O
 : -4 | -1 | -134 | 103 | -1.6 | 29 | -7 | 9 | 0 | 45*
CCOC(=O)C1=C(c2ccccc2)OC(N)=C(C#N)C1c1cccs1 (configuration not stated)
 : -4 | -1 | -6 | 105 | -2.8 | -1 | 23 | 14 | -2 | 3
O=C1CCN(Cc2ccc(Cl)cc2Cl)C(=O)N1
 : -3 | 1 | -14 | 110 | -1.3 | 1 | 46 | 6 | 4 | 4
COc1ccc(-n2c(=O)c3ccccc3n(CC(=O)NC3CCCCC3)c2=O)cc1OC
 : -2 | -12 | 6 | 98 | -2.9 | 2 | 11 | 16 | -1 | -2
COC(=O)C1CCC(C)(C(=O)Nc2ccccc2)C1(C)C (configuration not stated)
 : 8 | -3 | 5 | 104 | -1.5 | -3 | 24 | 9 | -2 | 1
CC(C)CNC(=S)N1CCC(NC(=O)C23CC4CC(CC(C4)C2)C3)CC1
 : 1 | 8 | -24 | 104 | -0.1 | -1 | 12 | 0 | 3 | -5
CCc1noc(C)c1C(=O)NNC(=O)COc1ccc(Br)cc1
 : 2 | -2 | -5 | 105 | -1.6 | -1 | -3 | 11 | 4 | 2
CCOc1ccc(NC(=O)Nc2nnc(CC(=O)NCc3ccccc3)s2)cc1
 : -2 | -15 | -37 | 82 | 3.5 | 6 | -2 | -24 | 1 | 1
Cc1cc([N+](=O)[O-])ccc1NC(=O)CSc1nncn1-c1cccnc1
 : 0 | 11 | -5 | 99 | 1.3 | -2 | -2 | -11 | -5 | 1

Single records (already shown). Values in the order: PKA-R2B activ, PKA-R1A activ, HTR5A inv ctr, DSG3 Ab inh, MOR-DOR ag, DAGLB inh, Arrestin-AP2 inh, MOR-DOR inv ag, V-ATPase pH, HTR5A ag
CCN(CC)Cc1oc(-c2ccccc2)cc1C(=O)O is listed with 13, -5, -1, 114, -1.5, 2, -31, 7, 1, 1
COc1ccc(C(=O)C[n+]2cc(Br)cc3ccccc32)cc1[N+](=O)[O-] is listed with 1, 0, -24, 115, 1.3, -2, 5, -7, -3, 6

New compounds follow
Screens in order – PKA-R2B activ | PKA-R1A activ | HTR5A inv ctr | DSG3 Ab inh | MOR-DOR ag | DAGLB inh | Arrestin-AP2 inh | MOR-DOR inv ag | V-ATPase pH | HTR5A ag
CCOC(=O)c1sc(=S)n(C)c1NC(=O)c1ccccc1C
 : -3 | -8 | -11 | 89 | -1.4 | 0 | 16 | 7 | 0 | 1
COc1ccc(-c2cc3ncccc3cn2)cc1
 : -6 | 3 | -9 | 103 | -2.9 | 1 | 3 | 16 | 5 | 3
O=C(Nc1ccc(-c2nc3ccccc3s2)c(O)c1)C1=COCCO1
 : -14 | 2 | 17 | 89 | -1.6 | 2 | 0 | 11 | 5 | 0
O=C(CNS(=O)(=O)c1ccc2ccccc2c1)OCc1nnc(-c2ccccc2)o1
 : -4 | -3 | -16 | 107 | 4.0 | -6 | 2 | -18 | 4 | 2
O=S(=O)(N/N=C\C=C\c1ccccc1)c1ccccc1
 : 1 | -8 | -48 | 105 | -1.1 | 1 | -2 | 6 | 1 | 8
COc1cc(C(=O)Nc2nnc(C(C)(C)C)s2)c([N+](=O)[O-])cc1OC
 : -9 | -6 | -27 | 96 | -1.9 | 2 | -2 | 10 | -2 | 0
COC(=O)[C@]1(C)N[C@H](CN(C)S(=O)(=O)c2ccc(F)cc2)[C@@H]2C(=O)N(C)C(=O)[C@@H]21
 : -5 | -16 | -11 | 99 | -3.7 | -1 | -6 | 17 | -2 | 3
Cc1ccccc1Cn1c(=O)c2c(nc3n2CCCN3Cc2ccccc2)n(C)c1=O
 : -6 | -6 | -14 | 119 | -0.3 | -1 | 5 | 1 | -7 | 7
CCN(CC)CCOC(=O)c1c(C)n(C)c2ccc(OC)cc12
 : 4 | -5 | 7 | 102 | -1.7 | 2 | 6 | 10 | 0 | 2
COc1cccc(NC(=O)CN(C)C(=O)/C=C/c2cn(-c3ccccc3)nc2-c2ccc(OC)c(OC)c2)c1
 : 9 | -13 | 7 | nt | 0.9 | -7 | -5 | -4 | 0 | -3
CC(C)c1c(C(=O)N/N=C/c2ccc3c(c2)OCO3)nnn1-c1nonc1N
 : -17 | 3 | -5 | 98 | -0.7 | -2 | 4 | 4 | 1 | 4
Cc1ccc2nc(SCC(=O)Nc3ccc4c(c3)OCCO4)nc(=O)n2c1
 : -14 | -1 | -26 | 95 | -0.1 | 1 | 0 | 1 | 6 | 11
COc1ccc(C(=O)N/N=C/c2ccc(OC(=O)c3cccc4ccccc34)c([N+](=O)[O-])c2)cc1
 : 0 | 0 | -1 | 98 | -0.9 | 0 | -18 | 5 | -2 | 0
Cc1ccccc1CNC(=O)CCCn1ncn2c(cc3occc32)c1=O
 : 4 | 10 | -8 | 99 | 0.8 | 2 | 30 | -4 | -2 | 0
CSc1nc(Oc2ccc3ccccc3c2)c2sccc2n1
 : 3 | 3 | -1 | 97 | -1.8 | -7 | 0 | 10 | -1 | -1
Cc1cc(C)n2nc(C(=O)OCC(=O)N(C)C3CCCCC3)nc2n1
 : -14 | -11 | -11 | 99 | -0.8 | -1 | 7 | 5 | 0 | 4
N#CC1(CCCN2CCCCC2)c2ccccc2CCc2ccccc21
 : -2 | 5 | 3 | 103 | 0.7 | -2 | 8 | -3 | -1 | 3
CC(C)(C)NC(=O)c1ccc2c(c1)N(CC(=O)N1CCN(c3ccc(F)cc3)CC1)C(=O)C(C)(C)O2
 : -7 | -2 | 6 | 98 | -1.9 | -4 | 6 | 10 | 0 | 2
Cc1nc2scc(-c3cccs3)c2c(=O)n1CC(=O)O
 : 18 | 4 | 13 | 107 | -0.5 | -1 | -7 | 2 | 2 | 2
CCOc1ccccc1Nc1nnc(SCC(=O)NC2CCS(=O)(=O)C2)s1 (configuration not stated)
 : 0 | 3 | 10 | nt | 0.2 | 1 | -7 | -1 | 3 | -4
CC1(C)Cc2c(cnn2-c2cccc(F)c2)C(NC(=O)C2CCOCC2)C1 (configuration not stated)
 : 6 | -8 | 8 | 118 | -2.4 | 0 | -14 | 13 | 4 | 2
CC1CCN(C(=O)NC(=O)c2ccccc2)CC1
 : -5 | -1 | 12 | 98 | -1.7 | 0 | -22 | 12 | 5 | 5
CC(=O)Nc1ccc(Sc2ccccc2C(=O)Nc2ccc(F)cc2)cn1
 : -4 | 3 | 12 | 104 | -3.5 | -1 | 36 | 17 | 0 | 4
Cc1cc(C(=O)OCC(=O)N2CCC(c3ccccc3)=N2)ccc1[N+](=O)[O-]
 : 2 | -7 | 8 | 95 | 0.5 | 0 | -7 | -3 | 0 | -3
CS(=O)(=O)c1ccc(C(=O)N(CCc2ccccc2)Cc2ccccc2)cc1
 : -1 | -5 | -6 | 99 | -2.3 | 0 | -2 | 16 | 1 | -3
CCOC(=O)C1C(=O)CC(C)(O)C(C(=O)OCC)C1c1cccc(OC(F)(F)C(F)F)c1 (configuration not stated)
 : 6 | -13 | -21 | 105 | 0.1 | -3 | 28 | -1 | -4 | -2
Cc1ccc(NC(=O)c2nc[nH]c2C(=O)Nc2ccc(C)cc2)cc1
 : -2 | -5 | 3 | 94 | -0.5 | -2 | 24 | 2 | -3 | 7
